Source: PubChem
CHX counter: affects cycloheximide protein synthesis inhibition readout, counter-screen | cell reporter, cycloheximide protein synthesis inhibition counterscreen | max response, % | 300,000 tested, 12% active; in the data active = max response mostly above about 13%, no sharp cut-off; inactive = mostly below about 14%; note: read at 38.3 µM for the half of the compounds with a filed dose; 0% is about no effect
FBPA Giardia inh: inhibitors of Giardia lamblia fructose-1,6-bisphosphate aldolase | AID 2451 | Potency, µM (highest dose often 59.6 µM), for inactives: top-dose activity, negative = inhibition, hits mostly inhibitors | 290,000 tested, 0.71% active | purified Giardia FBPA | A8B2U2; note: potency is the fitted concentration of half-maximal effect; % is set by controls: 0 for no effect and ±100 for the full control effect; nearly all actives have a fitted effect of over 55% in size
Target sequence (A8B2U2 whole entry, looked up): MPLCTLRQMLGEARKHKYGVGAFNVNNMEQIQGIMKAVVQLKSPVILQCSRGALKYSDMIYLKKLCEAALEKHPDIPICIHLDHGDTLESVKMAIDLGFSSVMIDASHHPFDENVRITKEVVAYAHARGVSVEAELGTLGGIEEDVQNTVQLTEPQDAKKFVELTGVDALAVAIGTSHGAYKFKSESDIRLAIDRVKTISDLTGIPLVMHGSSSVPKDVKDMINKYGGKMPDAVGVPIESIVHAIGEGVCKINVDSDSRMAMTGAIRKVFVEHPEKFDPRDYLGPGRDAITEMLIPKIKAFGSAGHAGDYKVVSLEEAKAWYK
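40 nM FBPA preincubated 10 min at RT with compound (up to 57.5 uM final), then substrate plus GAPDH/TPI/NAD/arsenate coupling and diaphorase/resazurin added. Fluorescence read after 20 min at RT, 525/598 nm.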
AmpC inh no detg: inhibitors of E. coli AmpC beta-lactamase without detergent; AmpC nitrocefin hydrolysis, absorbance 480 nm, 0.0001% Triton; Potency, µM (doses to about 57.1 µM), for the others: at the top dose activity change, negative = inhibition, hits mostly inhibitors; 330,000 tested, 0.52% active;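 note: potency is the fitted concentration of half-maximal effect; plate controls were no compound for no effect and no enzyme for full effect; nearly all actives have a fitted effect of over 20% in size; some results filed as inactive show a strong effect at the top dose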
Target sequence (P00811 whole entry, looked up): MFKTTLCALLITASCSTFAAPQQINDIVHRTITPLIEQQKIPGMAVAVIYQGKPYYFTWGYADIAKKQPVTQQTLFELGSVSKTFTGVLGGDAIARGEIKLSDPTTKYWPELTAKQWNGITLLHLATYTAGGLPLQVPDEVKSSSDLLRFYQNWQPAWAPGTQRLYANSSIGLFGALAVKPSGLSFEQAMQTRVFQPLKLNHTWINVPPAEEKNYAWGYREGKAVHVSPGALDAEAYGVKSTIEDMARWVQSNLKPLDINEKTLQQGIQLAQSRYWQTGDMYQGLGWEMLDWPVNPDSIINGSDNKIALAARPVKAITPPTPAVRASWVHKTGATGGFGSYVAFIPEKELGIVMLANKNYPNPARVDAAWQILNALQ
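AmpC (5.3 nM in the dispensed reagent) in 20 mM phosphate pH 7.0 with 0.01% (detergent screen) or 0.0001% Triton X-100 was preincubated with compounds for 15 min at room temperature. Nitrocefin was then added from an 800 uM solution, and hydrolysis was followed at 480 nm.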
HCMV inh: human cytomegalovirus inhibition; HFF cells, HCMV-luciferase reporter, 72 h; hits give low values; activity change, negative = inhibition, % at 57.5 µM; 410,000 tested, 4.5% active; in the data active = activity change below about -60%; inconclusive = no clear call, values can overlap the other calls; inactive = above about -39%; note: % is set by controls: 0 for no effect and ±100 for the full control effect
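After 16 h attachment at 37C, HFF cells received test compound and HCMV-luciferase (1 PFU/cell); reporter luminescence read 72 h later, data normalized against buffer-only and known inhibitor Salinomycin.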
AMA1 RON2 block: inhibitors of Plasmodium falciparum AMA1-RON2 interaction. AlphaScreen AMA1-biotinylated RON2 peptide binding. Potency, µM (titrated, usually from 58.2 µM), for the others: at the top dose activity change, negative = inhibition, usual class: inhibitors. 360,000 tested, 0.2% active. AID 720542;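 note: potency is the fitted concentration of half-maximal effect; 0% = vehicle wells and -100% = peptide control; nearly all actives have a fitted effect of over 45% in size; some results filed as inactive show a strong effect at the top dose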
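AMA1 (3D7) with his tag at 25 nM final met compounds first, then biotinylated RON2 peptide at 25 nM; detection used donor plus acceptor beads, 10 µg/mL apiece, read by AlphaScreen after 30 min at room temperature.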
AmpC inh detg: AmpC beta-lactamase inhibition with detergent present. Potency, µM (doses to about 114 µM), for inactives: at the highest dose activity change, negative = inhibition, actives largely listed as inhibitors. P00811. 370,000 tested, 0.041% active. AmpC hydrolysis of nitrocefin, absorbance 480 nm, 0.01% Triton;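 note: potency is the fitted concentration of half-maximal effect; 0% = no-compound wells and -100% = no-enzyme wells; nearly all actives have a fitted effect of over 25% in size; some results filed as inactive show a strong effect at the top dose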
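AmpC (5.3 nM in the dispensed reagent) in 20 mM phosphate pH 7.0 with 0.01% (detergent screen) or 0.0001% Triton X-100 was preincubated with compounds for 15 min at room temperature. Nitrocefin was then added from an 800 uM solution, and hydrolysis was followed at 480 nm.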
Shiga toxin inh: Shiga toxin inhibition; 290,000 tested, 9.2% active; Vero cells, Shiga toxin protein synthesis inhibition reporter; inhibition, % at 38.7 µM; in the data active = inhibition mostly above about 28%, no sharp cut-off; inactive = mostly below about 43%; note: 0% is about no effect
* marks the source's active call; other numbers are inactive results; ? = inconclusive; / = not tested or not shown; & = joins results of further samples; [ ] = dose if it differs, or a comment. Unless noted, calls come from the whole dose curve; as a rule, active = well fitted curve in the direction sought with a large enough effect; inconclusive = small, poorly fitted or top-dose-only effect, or another doubt; inactive = no such curve, though single readings can be large; an effect the other way counts as inactive or inconclusive.

SMILES	CHX counter	FBPA Giardia inh	AmpC inh no detg	HCMV inh	AMA1 RON2 block	AmpC inh detg	Shiga toxin inh
CC[C@H](C)C(C(=O)N1CCN(C(=O)OC(C)(C)C)CC1)n1cc(C(CC(C)C)NC(=O)OC(C)(C)C)nn1 (stereo not given in full)	1	0%	104%[activator]	12	1%	-8%	20
Cc1cc2oc(=O)c(CC(=O)O)c(C)c2c2occ(C(C)(C)C)c12	5	16%	6%	10	5%	-3%	4
COc1ccc(NC(=O)C(CC(=O)O)Cc2ccccc2)cc1 (stereo not given)	-3	16%	-1%	54	7%	?	3
O=C(N/N=C/c1ccc(-c2ccc([N+](=O)[O-])cc2)o1)c1cccnc1	1	0%	-24%	-22	1%	3%	10
O=C(CSc1ncn[nH]1)c1ccc(OC(F)F)cc1	14*	-13%	-20%	?	3%	0%	21
Cc1ccc(CCNC(=O)C2CCN(S(=O)(=O)c3ccc4c(c3)NC(=O)C(C)S4)CC2)cc1 (stereo not given)	-2	-5%	8%	?	-3%	-5%	2
Cc1cnn(-c2ccc3nnc(-c4ccc(Br)cc4)n3n2)c1	-3	4%	-13%	19	2%	3%	-5
O=C(c1cc(Br)c[nH]1)N1CCSCC1	6	-5%	-1%	?	-5%	0%	-5
CC1=CCC2C(=O)N(c3cc(C)on3)C(=O)C2C1 (stereo not given)	1	4%	-23%	-25	1%	1%	27
CCn1nnnc1SCC(=O)Nc1cccc(NC(C)=O)c1	-1	0%	-10%	12	-3%	-14%	8
CC(C)(C)c1ccc2c(c1)OCC(C(=O)O)O2 (stereo not given)	-3	21%	1%	12	0%	-9%	-3
CS(=O)(=O)c1ccc(Cl)c(NC(=O)COC(=O)CNC(=O)c2ccc(Br)o2)c1	5	4%	-53%	38	1%	?	-19
CCOC(=O)C1=C(C)Nc2ncnn2C1c1ccccc1F (stereo not given)	3	-4%	0%	-11	3%	11%	6
Cc1ccc(F)cc1NC(=O)CCOc1ccccc1	2	0%	-1%[11.4 µM]	60	-15%	-3%	4
Cc1ccc(-n2ncc(C(=O)NCC3CCN(C4CCCC4)C3)c2C2CCN(C(=O)OC(C)(C)C)CC2)cc1C (stereo not given)	18	-17%	179%[activator]	-29	-7%	3%	-4
Cc1cc([N+](=O)[O-])ccc1N(C)C	-5	0%	-5%	-1	-2%	-4%	-15
O=C(NCCc1ccccn1)c1nc(Cn2ccc([N+](=O)[O-])n2)no1	-2	-2%	-18%	-34	62%[activator]	-7%	-13
O=C(N/N=C/c1ccccc1)c1ccco1	36*	0%	-3%	56	29%	-13%	100*
O=[N+]([O-])c1ccccc1-c1ccc(CN2CCN(c3ccccc3)CC2)o1	-1	?	1%	50	?	?	-5
COc1ccc(C(=O)Nc2cc(S(=O)(=O)N3CCCCC3)ccc2OC)cc1	/	/	-22%	-4	6%	?	/
CN(c1ccc(C(=O)N2CCN(Cc3ccc4c(c3)OCO4)CC2)cc1)S(=O)(=O)c1ccccc1	-3	0%	123%[activator]	-101*	-22%	-14%	-6
CCN1C(=O)c2cccc3c(S(=O)(=O)N(C(=O)c4cccnc4)c4ccc(OC)cc4)ccc1c23	1	-10%	172%[activator]	78	73%[activator]	?	-3
CC(=O)Nc1ccc(NC(=O)COc2ccc(S(=O)(=O)NC(C)c3ccccc3)cc2)cc1 (stereo not given)	-2	0%	1%[2.29 µM]	29	7%	-3%	-9
CN(C)c1ccc(C(c2nnnn2C(C)(C)C)N2CCN(C(=O)c3ccco3)CC2)cc1 (stereo not given)	-6	0%	42%	50	-3%	?	1
CCc1nnc(NC(=O)[C@@H](NC(=O)c2cccc(S(=O)(=O)N3CCOCC3)c2)C(C)C)s1	-1	3%	13%	24	-13%	-13%	-19
O=C1/C(=C/c2ccccn2)SC(=S)N1Cc1ccccc1	0	3%	-10%	17	-12%	-5%	-5
CCOC(=O)NCc1ccc2c(c1)cc(C)n2C	15*	1%	-19%	-10	-5%	-2%	23
CC(C)c1ccc(N2C(=O)NC(=O)/C(=C\C=C\c3ccco3)C2=O)cc1	-7	0%	?	-95*	-17%	?	-4
COc1ccc(OC)c(NS(=O)(=O)c2cccs2)c1	-2	-12%	-11%	57	-16%	?	-3
Cc1cc(C)n(/N=C/c2cccc(O)c2)c(=O)c1C(N)=O	-3	1%	-31%	-7	3%	?	-15
CCOc1ccccc1NC(=O)C(NC(=O)C1CCC(C)CC1)C(C)C (stereo not given)	-2	0%	-18%	0	5%	-1%	-6
C=C(C)CNC(=S)N/N=C(\C)c1ccc(Cl)s1	2	5%	-18%	?	8%	2%	15
CC(=O)Nc1cccc(OCCCNC(=O)c2ccc(C(C)(C)C)cc2)c1	25*	-23%	13%	32	-8%	1%	45*
CCOc1ccc(-c2nnn(CC(=O)N3CCCC3)n2)cc1OCC	-3	5%	-8%	10	-8%	-4%	8
N#Cc1ccccc1-c1ccccc1C(=O)N1CCCCC1	-1	9%	-4%	26	-3%	?	-8
CC[C@]1(C(=O)OC)[C@H]2C(=O)N(C)C(=O)[C@H]2[C@H]2CN(C)C(=NCc3ccccc3)N21	/	/	-8%	-5	11%	/	/

Part of the list above, with values under each structure.
Each structure is followed by: CHX counter	FBPA Giardia inh	AmpC inh no detg	HCMV inh	AMA1 RON2 block	AmpC inh detg	Shiga toxin inh
O=[N+]([O-])c1ccccc1-c1ccc(CN2CCN(c3ccccc3)CC2)o1
→ -1	?	1%	50	?	?	-5
COc1ccc(C(=O)Nc2cc(S(=O)(=O)N3CCCCC3)ccc2OC)cc1
→ /	/	-22%	-4	6%	?	/
CN(c1ccc(C(=O)N2CCN(Cc3ccc4c(c3)OCO4)CC2)cc1)S(=O)(=O)c1ccccc1
→ -3	0%	123%[activator]	-101*	-22%	-14%	-6
CCN1C(=O)c2cccc3c(S(=O)(=O)N(C(=O)c4cccnc4)c4ccc(OC)cc4)ccc1c23
→ 1	-10%	172%[activator]	78	73%[activator]	?	-3
CC(=O)Nc1ccc(NC(=O)COc2ccc(S(=O)(=O)NC(C)c3ccccc3)cc2)cc1 (stereo not given)
→ -2	0%	1%[2.29 µM]	29	7%	-3%	-9

(cont.)
SMILES	CHX counter	FBPA Giardia inh	AmpC inh no detg	HCMV inh	AMA1 RON2 block	AmpC inh detg	Shiga toxin inh
COC(=O)[C@]1(Cc2ccccc2)N[C@H](CN(C)S(=O)(=O)c2ccc(F)cc2)[C@@H]2C(=O)N(C)C(=O)[C@@H]21	/	/	150%[activator]	-19	-1%	/	/
COc1ccc(-c2cc(C(=O)NCC(c3ccco3)N(C)C)c3ccccc3n2)cc1OC (stereo not given)	/	/	?	-2	1%	?	/
COc1ccccc1-c1nnc(SCC(=O)Nc2ccc(Cl)cc2Cl)o1	-1	0%	-54%	60	24%	11%	9
O=C(NN=C1C2CC3CC(C2)CC1C3)c1cccs1	48*	-7%	-10%	15	29%	-2%	73*
CCNc1nc(N)nc(Oc2ccc(OCc3ccccc3)nn2)n1	-3	3%	1%	121	1%	-12%	-11
CCCCCc1nc(N)c(C#N)c(-c2ccco2)c1CCCC	-8	0%	-35%	-10	15%	-3%	-4
COC(=O)Cn1cnc2sc(C)c(S(=O)(=O)N3CCN(c4ccccc4OC)CC3)c2c1=O	7	2%	3%	-2	?	-6%	-9
CCc1ccccc1NC(=O)CN(C)C(=O)COc1ccc(C)nc1[N+](=O)[O-]	-6	2%	-26%	-24	13%	7%	-4
Cc1ccc(-c2csc(NC(=O)c3ccc(F)cc3)c2C(=O)O)cc1	40*	1%	-36%	29	6%	1%	94*
COc1ccc(Cl)cc1C(=O)NNC(=O)CNC(=O)c1ccc(C)s1	/	/	-43%	-39	59%[activator]	/	/
CCn1nc(C)c(CNC(=O)c2cc(COc3cncc(Cl)c3)on2)c1C	11	1%	15%	-64*	-13%	-4%	-12
COc1ccc(CCN(Cc2cc3cccc(C)c3[nH]c2=O)C(=O)N2CCCC2)cc1OC	-3	-8%	47%	-25	-11%	-6%	-10
O=C(CCNC(=O)c1ccc([N+](=O)[O-])cc1)NCCCN1CCCC1=O	6	/	-11%	29	0%	-6%	13
Cc1cccc(NC(=O)CN(C2=NC3CS(=O)(=O)CC3S2)c2ccccc2F)c1 (stereo not given)	-2	-8%	11%	46	4%	-11%	-11
O=C(c1cnn2ccccc12)N1CCc2ccccc21	67*	-4%	-14%	12	-4%	-12%	98*
O=C(O)c1cccc2c1C(=O)N(C1CCCCC1)C2	-4	0%	-11%	-3	9%	-8%	-9
O=C(NCCN1CCN(c2cccc(Cl)c2)CC1)c1ccc(CSc2nc3ccncc3[nH]2)cc1	-3	0%	34%	-79*	?	6%	19
COc1ccc(NC(=O)CCNS(=O)(=O)c2cccc3nonc23)c(OC)c1	-6	9%	-8%	-21&-1	-30%	-5%&6%	0
CCCN1CCN(CCCNC(=O)c2ccc3c(Cl)c4c(nc3c2)CCCC4)CC1	-2	14%	238%[activator]	0	-5%	?	-14
CC(C(=O)NCc1cccc(Cl)c1)N1C(=O)c2ccccc2C1=O (stereo not given)	-2	3%	-13%	-26	-15%	?	-10
COC(=O)CN(c1ccc(C)c(Cl)c1)S(C)(=O)=O	10	-5%	?	36	-2%	-4%	-9
CC(C)(C)C1CCc2onc(C(=O)Nc3ccc(F)cc3F)c2C1 (stereo not given)	-3	1%	-20%	-31	14%	?	6
CCCOc1ccc(C(CC(=O)O)NC(=O)C23CC4CC(CC(C4)C2)C3)cc1 (stereo not given)	1	12%	-12%	18	-7%	6%	-3
Cc1ccc2c(c1)Sc1ccccc1CC2=O	16	11%	11%	-8	36%[activator]	-3%	32
CC(C)(C)c1ccc(C(=O)NNc2cc(Cl)cc(Cl)c2)cc1	-2	0%	-52%	?	-2%	7%	-3
COc1cnc(-c2ccccn2)nc1Sc1ccccc1Cl	-2	-16%	91%[activator]	-98*	14%	2%	-5
CC1CCCCN1C(=O)CSc1nnc(-c2ccco2)n1C (stereo not given)	8	/	-4%	-10	11%	-6%	-8
O=C(c1ccc2ccccc2c1)c1c[nH]cc1-c1ccccc1	0	-23%	-14%	33	4%	-6%	26
CCOC(=O)c1c(NC(=O)C[n+]2ccc(Cc3ccccc3)cc2)sc(C)c1C	0	-20%	99%[activator]	-38	-13%	4%	-4
CC(=O)N1CC=C2C(C#N)=C(N)C(C#N)(C#N)C(C)C2C1 (stereo not given)	5	?	-11%	-25	0%	-3%	8
CCOC(=O)C1(Cc2ccc(Cl)cc2)CCN(CCCn2cccn2)CC1	-3	0%	-20%	-62*	4%	-7%	-20
CCCN1CCN(C(=O)CCCNC(=O)Cn2cnc3sc(C)c(C)c3c2=O)CC1	-3	-2%	-2%	-5	-4%	-8%	7
CC(C)C(=O)Nc1cccc(-c2cn3ccsc3n2)c1	15	0%	-7%	42	-2%	-8%	15
OC1CCCN(Cc2c3ccccc3cc3ccccc23)C1 (stereo not given)	-4	-15%	26%	-38	0%	-1%	-5
Cc1csc(SC(C)C(=O)NCC2CCCCC2)n1 (stereo not given)	12	5%	146%[activator]	-5	-7%	-4%	-11
